INS promoter inh – inhibitors of insulin promoter-driven GFP, primary screen, imaging, TRM-6 cells (human fetal islet line), eGFP reporter, cell count | reporter expression induced with tamoxifen | inhibition, % at 2 µM | 130,000 tested, 0.9% active | AID 1273, 2008;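 active = inhibition above the mean plus 3 SD, with well images judged a real hit on visual review, cut at about 60% in these data, passing the limit was not always enough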
SDO1 yeast rescue – growth rescue of sdo1-depleted yeast, primary screen, S. cerevisiae, bone marrow failure model; S. cerevisiae sdo1-depleted JHY4D growth rescue, OD600 30 h; active compounds read high; pdr5 snq2 efflux-pump mutant strain; 140,000 tested, 0.21% active; AID 817, 2007; z-score at 10 µM;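 active = z-score above 3 at both the 24 hr and the 30 hr optical density reads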;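 also: z-score against mean and SD of all compound wells on the same plate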
SDO1 yeast rescue Rescue 24 h – second read-out of SDO1 yeast rescue, no call of its own (marks repeat the call); z-score; S. cerevisiae sdo1-depleted JHY4D growth rescue, OD600; measured here: growth rescue at 24 h;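 0 is the plate mean of compound wells and units are plate SD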
* hit, by the source's call; / = no result given. The list is partial; count on the stated rates, not on these rows.

Below each compound: SDO1 yeast rescue Rescue 24 h	INS promoter inh	SDO1 yeast rescue
- O=C(c1ccc(Cl)c(F)c1F)N1CCOCC1
    -0.19	-3.6	0.04
- O=C(Nc1cc(Cl)ccc1Cl)C1CC(=O)N(c2ccccc2)C1 (stereo not given)
    /	31.6	/
- O=C(Oc1ccc(N2C(=O)CCC2=O)cc1)c1ccccc1Cl
    -0.56	-66.7	0.17
- Cc1cccc(OCc2nnc(SCC(=O)NCCc3ccccc3)o2)c1
    -0.12	8.6	-0.27
- CC1CCCCC1NC(=O)C1CCN(S(=O)(=O)N2CCCCCC2)CC1 (stereo not given)
    -0.69	/	-0.21
- CN1CCN(C(=O)C2CCN(S(=O)(=O)c3ccc4c(c3)oc(=O)n4C)CC2)CC1
    1.15	/	0.41
- CCOC(=O)C(NC(C)=O)C(O)c1ccc([N+](=O)[O-])cc1 (stereo not given)
    /	11.1	/
- CCn1c(CC(=O)Nc2ccc(C)c(Cl)c2)nnc1SCC(=O)Nc1nc(C)cs1
    -0.75	-450.0	-1.16
- Cc1onc(-c2ccncc2)c1C(=O)O
    -0.85	/	-0.12
- CC(=O)c1c(C)[nH]c(C(=O)NCc2cccc(Cl)c2)c1C
    /	-6.7	/
- COc1cccc(-c2csc(N3CCN(C(=O)C4CCCCC4)CC3)n2)c1
    -0.22	/	-0.8
- O=C1c2ccccc2CCCC12N=NCC2c1cccc2ccccc12 (stereo not given)
    -0.04	/	-1.08
- CCn1c(SCC(=O)N2CCc3ccccc3C2)nc2sc(C)c(C)c2c1=O
    -0.16	/	-0.72
- CCC(=O)Nc1ccc(C(=O)N/N=C/c2cc(Br)c(OC)cc2OC)cc1
    -0.07	5.9	0.5
- O=C(Nc1ncc(Br)s1)C1CCCN1S(=O)(=O)c1cccc2cccnc12 (stereo not given)
    -1.14	14.3	-1.18
- CCOC(=O)c1c(N)sc(C(=O)N2CCCC2)c1C
    1.27	3.6	1.14
- COC(=O)c1ccccc1NC(=O)c1cc(-c2ccc(C)cc2)on1
    -0.93	5.6	-0.94
- S=c1[nH]nc(-c2ccco2)n1/N=C/C=C/c1ccco1
    -0.21	-17.2	-0.38
- O=C1N(c2cccc(Cl)c2)C(c2ccc(Cl)cc2)N2CCCN12 (stereo not given)
    -0.79	11.8	-0.44
- COc1ccc(C)cc1S(=O)(=O)N1CCN(S(=O)(=O)c2cc(C)ccc2OC)CC1
    0.35	-13.3	0.32

(next part)
Below each compound: SDO1 yeast rescue Rescue 24 h	INS promoter inh	SDO1 yeast rescue
- CCOCCCNC(=O)C(c1ccc(C)cc1)N1CCOCC1 (stereo not given)
    0.11	/	0.37
- CCOP(=O)(CC(C(C)=O)C(O)c1ccccc1)OCC (stereo not given)
    -1.23	31.8	-0.43
- CCN1CCN(C(=O)C2CCC(CNS(=O)(=O)c3ccccc3)CC2)CC1 (stereo not given)
    -0.14	16.1	0.24
- CCc1ccc(N(C(=O)CCC(=O)Nc2cc(C)on2)C(C(=O)NC2CCCC2)c2ccco2)cc1 (stereo not given)
    -0.75	-493.8	-0.31
- O=C(Cn1c(=O)n(-c2ccc(F)cc2)c(=O)c2sccc21)NC1CCCCC1
    /	6.7	/
- O=C(NCCCO)/C(=C\c1ccco1)NC(=O)c1ccc(Br)o1
    1.76	/	2.29
- CCOC(=O)C1CCCN(C(=O)CSCc2ccccc2)C1 (stereo not given)
    -0.23	41.0	0.43
- COc1ccc(C2CC(C(F)(F)F)n3nc(C(=O)NCc4cn(C)nc4C)c(Cl)c3N2)cc1 (stereo not given)
    -1.36	-30.6	-1.37
- CC(C)C(=O)Nc1ccc(N2CCN(C(=O)c3cccs3)CC2)cc1
    0.47	/	0.53
- O=C(COC(=O)c1ccccc1Nc1cccc(C(F)(F)F)c1)NCc1ccco1
    -0.76	-16.7	-1.45
- COc1ccc(N2CCN(C(=O)CCn3nnc4ccccc43)CC2)cc1
    0	18.2	-0.12
- COc1ccccc1C(=O)Nc1ccon1
    -0.33	16.7	-0.33
- O=C(CC(c1ccccc1)c1cc(Cl)ccc1O)N1CCOCC1 (stereo not given)
    0.06	-41.7	0.47
- CCOC(=O)c1[nH]c(C)c(C(=O)N2CCN(C(=O)OCC)CC2)c1CC
    -0.49	9.1	0.46
- Cc1ccc(N2C(=O)N(CC(=O)NC(c3ccccc3)c3ccccc3)C(=O)C2C)cc1 (stereo not given)
    -0.4	17.4	-0.47
- CCCN1CCC(=NNc2ccc(S(=O)(=O)N3CCOCC3)cc2[N+](=O)[O-])CC1
    -0.42	26.3	0.28
- CC1(C)CC2CC(C)(CN2C(=O)CN2C(=O)c3ccccc3C2=O)C1 (stereo not given)
    -1.29	-425.0	-1.32
- COc1ccc(N(CCC#N)C(=O)/C(C#N)=C/c2cccs2)cc1
    /	12.8	/
- CCC1SC2=NC(C)=C(C(=O)OCCOC)C(c3ccc(C(=O)OC)cc3)N2C1=O (stereo not given)
    0.35	/	0.29
- COc1ccccc1NCC(O)Cn1c2ccccc2c2ccccc21 (stereo not given)
    -1.74	37.0	-2.5

Reprinted at random: 5 entries already listed, in no set order.
Below each compound: SDO1 yeast rescue Rescue 24 h	INS promoter inh	SDO1 yeast rescue
- O=C(Cn1c(=O)n(-c2ccc(F)cc2)c(=O)c2sccc21)NC1CCCCC1
    /	6.7	/
- CCCN1CCC(=NNc2ccc(S(=O)(=O)N3CCOCC3)cc2[N+](=O)[O-])CC1
    -0.42	26.3	0.28
- CCc1ccc(N(C(=O)CCC(=O)Nc2cc(C)on2)C(C(=O)NC2CCCC2)c2ccco2)cc1 (stereo not given)
    -0.75	-493.8	-0.31
- Cc1ccc(N2C(=O)N(CC(=O)NC(c3ccccc3)c3ccccc3)C(=O)C2C)cc1 (stereo not given)
    -0.4	17.4	-0.47
- CC1(C)CC2CC(C)(CN2C(=O)CN2C(=O)c3ccccc3C2=O)C1 (stereo not given)
    -1.29	-425.0	-1.32

Next section
Below each compound: SDO1 yeast rescue Rescue 24 h	INS promoter inh	SDO1 yeast rescue
- COC(=O)c1cccc(NC(=O)Cc2coc3cc(OC)ccc23)c1
    -0.61	-22.6	-1.04
- CC(C)C(CCN1C(=O)c2ccccc2C1=O)c1ccco1 (stereo not given)
    -1.14	16.7	-0.58
- Cc1ccc(C)c(Cn2c(C)nc3c(sc(=S)n3-c3ccccc3)c2=O)c1
    /	-31.2	/
- CCOC(=O)C(C)(C)N(Cc1cccc(C)c1)S(=O)(=O)c1cccc([N+](=O)[O-])c1
    -1.26	/	-1.19
- CC(=O)c1ccc(OCC(C)C)c(CN2CCCCC2)c1
    -0.02	/	0.18
- CC(=O)Nc1ccc(C(=O)Nc2ccc(S(=O)(=O)NCC3CCCO3)cc2)cc1 (stereo not given)
    0.66	6.1	0.66
- COc1ccccc1C1C(C(=O)NCc2ccccc2)=C(C)Nc2ncnn21 (stereo not given)
    1.15	-34.4	1.17
- O=C(N/N=C/c1cccc(OC(=O)c2ccc3c(c2)OCO3)c1)c1cncc(Br)c1
    0.13	26.5	-0.35
- CCn1c(-c2c[nH]c3ccccc23)n[nH]c1=S
    1.61	8.6	1.7
- Cc1c(C#N)c2ccccc2n1CCOc1ccccc1F
    -0.81	-53.3	-1.99
- CNS(=O)(=O)c1ccc(C)c(S(=O)(=O)NC)c1
    0.65	/	0.73
- Cc1c(C(=O)N2CCC(C)CC2)oc2ccc(S(=O)(=O)N3CCC4(CC3)OCCO4)cc12
    -0.54	/	-0.34
- CC(C)CN1C(=S)SC(C)(C)C1n1oc(=O)n(-c2ccccc2)c1=O (stereo not given)
    0.12	/	0.36
- O=C(/C=C/c1ccccc1)NC(NC(=S)Nc1cccc(Cl)c1)C(Cl)(Cl)Cl (stereo not given)
    0	22.6	0.54
- Cc1ccc(SCC(=O)Nc2ccc(-c3nc4ccccc4[nH]3)cc2)cc1
    -0.44	-53.1	-0.98
- O=C1NC(=S)S/C1=C\c1ccc(SCc2ccco2)o1
    -0.32	/	-1.25
- Cc1cc(C(=O)CSc2nn3c(=O)c(C(C)(C)C)nnc3s2)c(C)n1C
    /	-13.3	/
- O=C(CSc1nc2ccccc2n1S(=O)(=O)c1cccc([N+](=O)[O-])c1)NCc1cccs1
    0.76	/	0.48
- CCOC(=O)c1[nH]c2ccc(OC)cc2c1NC(=S)N1CCN(c2cccc(C)c2C)CC1
    -0.93	22.6	-1.46
- CC(=O)/C(=C/Nc1ccc(Oc2ccccc2)cc1)c1ccccc1
    -1.02	-20.0	-0.84

The list continues:
Below each compound: SDO1 yeast rescue Rescue 24 h	INS promoter inh	SDO1 yeast rescue
- O=C(Nc1cc(C(F)(F)F)cc(C(F)(F)F)c1)c1ccc(Cn2cc(C(F)(F)F)ccc2=O)cc1
    2.6	3.6	1.88
- CCC(=O)N1CCc2cc(S(=O)(=O)NCCC(=O)N3CCN(c4ccccn4)CC3)ccc21
    1.58	/	1.48
- CC(C)(C)NC(=O)C(c1ccccn1)N(C(=O)c1ccc2c(c1)OCCO2)C1CCCC1 (stereo not given)
    -0.01	-67.7	0.08
- Cc1ccc(C(=O)Nc2nnc(C3CCCCC3)s2)o1
    0.11	27.8	0.16
- Cc1cccc2cc(CN(CCN(C)C)C(=S)Nc3ccccc3)c(=O)[nH]c12
    0.88	18.9	0.75
- CCNc1ccc(Br)cc(C(=O)/C=C/c2ccc3c(c2)OCO3)c1=O
    -0.76	/	-1.82
- Cc1ccc(SCCC(=O)OCC(=O)Nc2ncc(Cl)cc2Cl)cc1
    -0.02	9.4	0.29
- Cc1cc(C)c(NC(=O)C2c3ccccc3Oc3ccccc32)c(C)c1
    0.41	-22.6	-0.56
- c1ccc2sc(Sc3ncnc4sccc34)nc2c1
    0.45	22.1	0.77
- Cc1ccc(S(=O)(=O)NCC(=O)N(CC(=O)NCC2CCCO2)Cc2ccco2)cc1 (stereo not given)
    /	-25.9	/
- CC(Sc1cnc2ccccc2n1)C(=O)O (stereo not given)
    -0.34	-55.6	0.64
- COC(=O)C1CCN(C(=O)CSc2ccccc2)CC1
    -0.46	0.0	-0.65
- O=C1c2ccccc2C(=O)N1Nc1ccccc1
    0.16	4.0	1.28
- Cc1cc(C(=O)N/N=C2\CC(=O)c3ccccc32)c(C)n1-c1ccccc1
    /	35.3	/
- Cc1nn(C)c(C)c1CN(C)S(=O)(=O)c1ccc2ccccc2c1
    -0.14	5.6	-0.7
- CCOc1nc(Nc2ccc([N+](=O)[O-])cc2)nc(NC(C)(C)C)n1
    0.07	-22.2	-0.49
- COc1ccc(NC(=O)CCc2ccccc2)cc1NC(=O)c1ccco1
    -1.18	-39.7	-1.12
- COc1cc(/C=N/NC(N)=O)ccc1OC(=O)c1cccs1
    /	17.6	/
- Cc1c(/C=N\NC(=O)C2(C)CC2(Cl)Cl)cnn1C (stereo not given)
    -0.01	42.9	-0.09
- Cc1cccc(-c2n[nH]c(=S)n2-c2ccccc2)c1[N+](=O)[O-]
    0.08	51.7	0.8

Going on with the list:
Below each compound: SDO1 yeast rescue Rescue 24 h	INS promoter inh	SDO1 yeast rescue
- COc1ccc(-c2nc(Cn3c(SCc4cccc(F)c4)nc4ccncc43)c(C)o2)cc1OC
    -0.81	/	-0.79
- CCCCN=C1NN=C(c2cc3ccccc3o2)CS1
    -1.42	-8.1	-1.85
- O=C1c2cnc3nc(SCc4cccc(Cl)c4)nn3c2CC2c3ccccc3CCN12 (stereo not given)
    -0.97	/	-2.32
- O=C(NCCN1CCOCC1)/C(=C\c1ccc(Br)cc1)NC(=O)c1cccs1
    -0.43	38.9	0.05
- COc1ccc(N(C(C)C(=O)N/N=C/c2cc(Br)c(C)o2)S(C)(=O)=O)cc1 (stereo not given)
    /	31.6	/
- O=C(CCCCCn1c(=O)[nH]c2ccsc2c1=O)N1CCCCC1
    0.28	-17.1	0.23
- CCN(c1ccccc1)S(=O)(=O)c1ccc(Cl)c(NC(=O)COC(=O)c2cccc(OC)c2O)c1
    -0.01	-196.7	-0.28
- COc1cc(S(=O)(=O)Nc2cccc(C)c2)ccc1NC(=O)c1ccncc1
    1.44	6.7	0.86
- CCn1c(O)c(/C=C2\C=NN=C2c2ccc(C)cc2)sc1=S
    -0.52	-9.7	-1.09
- O=C(CCC1CCCC1)Nc1ccc(OCC(=O)N2CCOCC2)cc1
    -1.02	-200.0	-0.51
- CCOC(=O)c1sc(NC(=O)C2CCC2)cc1C
    /	45.5	/
- Cc1ccc(S(=O)(=O)C2(C(=O)Nc3nccs3)CC2)cc1
    -0.84	-57.1	-0.1
- CCOC(=O)C1(C)NC(c2ccc(N(C)C)cc2)C2C(=O)N(c3ccc(OC)cc3)C(=O)C21 (stereo not given)
    -0.57	0.0	-0.42
- Cc1onc(-c2c(F)cccc2Cl)c1C(=O)Nc1sc2c(c1C#N)CCC(C(C)(C)C)C2 (stereo not given)
    -0.48	-5.3	-0.79
- Cc1cccc(-c2c3c(=O)n(C)c(=O)n(C)c3cn2CC2CCCO2)c1 (stereo not given)
    -0.18	-21.2	-0.01
- CN(C)c1cc[n+](CC(=O)Nc2ccc(Oc3ccccc3)cc2)cc1
    /	-2.6	/
- CC(C)CC1=NC(C(F)(F)F)(C(F)(F)F)c2c(n(CC(C)C)c(=O)[nH]c2=O)N1
    1.16	/	1.21
- CN(C)S(=O)(=O)c1cccc(NC(=O)c2cc(-c3cccs3)nn2-c2ccccc2)c1
    -1.08	-19.4	-1.33
- c1ccc(-c2nc(CSc3n[nH]c(-c4cccs4)n3)cs2)cc1
    -0.8	-44.2	-1.42
- O=C(Nc1ccccn1)NC1CCCCC1
    2.17	34.5	1.81

Next structures.
Below each compound: SDO1 yeast rescue Rescue 24 h	INS promoter inh	SDO1 yeast rescue
- COc1ccc(N2C(=O)C3CCCN3C2c2cccc(C)c2)cc1Cl (stereo not given)
    0.63	/	1.03
- O=C(CSc1nnnn1-c1ccccc1)N1CCc2ccccc2C1
    -0.87	-31.0	-0.16
- C=CCn1c(SCc2ccccc2C#N)nnc1-c1cc(Br)ccc1O
    -1.32	-2.6	-2.01
- O=C(Nc1ccccc1Sc1ccccc1)c1ccccc1
    -0.87	0.0	-0.8

Assay outcomes from PubChem.
